BCLXL inh: inhibitors of human Bcl-xL; Q07817; GST-Bcl-xL / FITC-Bim BH3 peptide fluorescence polarization; inhibition, % at 10.9 µM; 320,000 compounds, 0.7% hits;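 active = inhibition above the mean of all tested compounds plus 3 SD, cutoff set per campaign, cut at about 30% in these data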;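 note: 0% = DMSO wells and 100% = unlabeled Bim-BH3 peptide competitor; inhibitors lower millipolarization by displacing the labeled peptide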
AGP1-GFP MLPCN: yeast TOR pathway AGP1-GFP modulation; S. cerevisiae AGP1-GFP multiplex flow cytometry, 3 h; GFP as percent of DMSO wells; GFP response vs DMSO, % at 10 µM; 320,000 compounds, 0.02% hits;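 active = GFP response relative to DMSO above a set limit, near screen average plus 3 SD, cut at about 150% in these data; inconclusive = fewer than 70 cells counted for the yeast strain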;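 note: median GFP channel fluorescence of the gated AGP1 strain per well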
GRK2 inh: inhibitors of human GRK2 displacing RNA aptamer; P25098; bead flow cytometry, FAM-aptamer displacement from GRK2; inhibition of aptamer binding, % at 10 µM; 330,000 compounds, 0.59% hits;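 active = inhibition of aptamer binding above 40%, roughly 3 SD of noise, on plates passing a quality check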;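 note: median bead fluorescence of bound FAM aptamer so fluorescent compounds give negative values; no value below 0 was filed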
CIT2 TOR yeast: yeast TOR pathway CIT2-GFP modulation | S. cerevisiae CIT2-GFP strain, flow cytometry, 3 h; 100 means same as DMSO wells | GFP response vs DMSO, % at 10 µM | 320,000 compounds, 0.065% hits;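 active = GFP response relative to DMSO above a set limit, near the screen mean plus 3 SD, cut at about 150% in these data; inconclusive = Fewer than 70 cells measured for a yeast strain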;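 note: ratio of well median GFP fluorescence to mean of DMSO wells on the plate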
MEX-5 binding: C. elegans MEX-5 TCR-2 RNA binding activity; 300,000 compounds, 0.38% hits; Q9XUB2; activity score (negative = inhibition of binding), % at 10 µM; MEX-5/FITC-TCR2 RNA binding, fluorescence polarization; hits give low values;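 active = inhibition past about -25% in most replicates, and total fluorescence under double the plate's negative control median, limit read from the data; inconclusive = replicates evenly split on the limit, or fluorescence at least double controls; inactive = too little inhibition in most replicates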;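 note: 0% = DMSO and -100% = 5 µM competing unlabeled TCR2 RNA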
MCL1-BIM inh: MCL1-BIM-BH3 interaction inhibition (human); AID 2057; 320,000 compounds, 0.68% hits; Q07820; inhibition, % at 10.9 µM; GST-MCL1 / FITC-Bim-BH3 fluorescence polarization;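 active = inhibition above the mean inhibition of all tested compounds plus 3 SD, set per campaign, cut at about 40% in these data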;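 note: 0% = DMSO wells and 100% = unlabeled Bim-BH3 peptide control; higher means more loss of mP so more displacement of Bim peptide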
Target sequence (Q07820 whole entry, looked up): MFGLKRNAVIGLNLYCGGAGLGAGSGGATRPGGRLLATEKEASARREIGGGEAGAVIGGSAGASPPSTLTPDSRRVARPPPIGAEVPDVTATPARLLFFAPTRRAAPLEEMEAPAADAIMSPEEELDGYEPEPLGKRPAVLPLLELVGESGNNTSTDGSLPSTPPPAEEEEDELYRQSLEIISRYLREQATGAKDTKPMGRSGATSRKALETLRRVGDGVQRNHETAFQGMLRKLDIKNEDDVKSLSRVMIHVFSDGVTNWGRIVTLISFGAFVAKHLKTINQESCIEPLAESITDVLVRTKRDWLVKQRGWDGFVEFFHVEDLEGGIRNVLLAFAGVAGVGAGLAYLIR
Fam108B inh: blocks mouse Fam108B hydrolase in RBBP9 counter-screen; inhibition, % at 9.51 µM; 300,000 compounds, 0.33% hits; recombinant Fam108B, FP-Rh probe fluorescence polarization; AID 1947;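 active = inhibition above the screen mean inhibition plus 3 SD, computed separately per campaign, cut at about 18% in these data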;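 note: inhibitors lower polarization as less probe binds the enzyme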
GLD-1 RNA inh: GLD-1-TGE RNA interaction inhibition (C. elegans) | 320,000 compounds, 0.44% hits | inhibition, % at 5.96 µM | purified GLD-1 + fluorescein TGE RNA, fluorescence polarization | AID 2280;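 active = percent inhibition above a per-plate cutoff, the plate mean of test compounds plus 3 SD, cut at about 30% in these data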;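 note: 0% = DMSO wells with GLD-1 and probe and 100% = wells lacking GLD-1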
Target sequence (Q17339 whole entry, looked up): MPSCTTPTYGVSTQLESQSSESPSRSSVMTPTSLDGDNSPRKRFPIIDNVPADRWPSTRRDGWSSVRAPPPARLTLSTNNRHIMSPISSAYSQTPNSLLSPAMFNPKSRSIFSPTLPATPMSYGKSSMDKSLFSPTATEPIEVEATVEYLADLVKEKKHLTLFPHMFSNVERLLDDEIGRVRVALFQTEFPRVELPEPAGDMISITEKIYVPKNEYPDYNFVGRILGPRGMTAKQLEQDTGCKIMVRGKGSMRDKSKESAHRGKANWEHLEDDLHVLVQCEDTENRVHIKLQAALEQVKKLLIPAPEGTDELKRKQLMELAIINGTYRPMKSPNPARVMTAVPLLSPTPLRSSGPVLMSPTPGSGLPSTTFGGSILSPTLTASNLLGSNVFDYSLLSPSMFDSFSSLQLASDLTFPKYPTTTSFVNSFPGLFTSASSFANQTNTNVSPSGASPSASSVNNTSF
VLA-4 inh: inhibition in a human VLA-4 binding assay | P13612 | VLA-4 expressing cells, ligand binding flow cytometry | inhibition, % (about 7 µM as worked out from the volumes in the protocol) | 330,000 compounds, 0.2% hits; in the data active = inhibition above about 50%
Active calls of the source: *; ? = inconclusive; · = not tested or not shown; [ ] = remark or other dose.

Screens by letter – A = BCLXL inh; B = AGP1-GFP MLPCN; C = GRK2 inh; D = CIT2 TOR yeast; E = MEX-5 binding; F = MCL1-BIM inh; G = Fam108B inh; H = GLD-1 RNA inh; I = VLA-4 inh
1	COc1ccc(N(C(C)C(=O)N(C)Cc2ccccc2)S(C)(=O)=O)cc1 (centres undefined)
  A = 1 | B = 100 | C = 0 | D = 100 | E = 2.6 | F = 3 | G = -1 | H = 8 | I = -4

2	O=C(CN1C(=O)c2ccccc2S1(=O)=O)N1CCCCC1
  A = 1 | B = 104 | C = 3 | D = 102 | E = -1.1 | F = 0 | G = -1 | H = 1 | I = -7

3	CCOc1ccc(/C=N/OCC(=O)Nc2cc(C)on2)cc1
  A = 2 | B = 103 | C = 1 | D = 102 | E = -3.2 | F = -1 | G = 3 | H = 3 | I = -6

4	CC(C)N(C)S(=O)(=O)c1ccc(NC(=O)CSC(=S)N2CCCC2)cc1
  A = 5 | B = 97 | C = 1 | D = 99 | E = -2.0 | F = 9 | G = -1 | H = -2 | I = 7

5	Cc1ccc(O)c(-c2cc(-c3ccccc3F)[nH]n2)c1
  A = 4 | B = 89 | C = 2 | D = 101 | E = -1.8 | F = 0 | G = -1 | H = 12 | I = 10

6	O=C(CN1C(=O)NC2(CCCCC2)C1=O)NNC(=O)C1CC1
  A = 3 | B = 99 | C = 2 | D = 98 | E = · | F = 1 | G = · | H = 1 | I = -11

7	COC(=O)c1ccc2c(c1)NC(=O)C(N1CCCC1)S2 (centres undefined)
  A = -2 | B = 101 | C = 0 | D = 105 | E = 0.1 | F = -12 | G = -4 | H = -5 | I = -24

8	Cc1nn(-c2ccccc2)c(Cl)c1/C=N/Nc1nc2ccccc2n1C
  A = -1 | B = 93 | C = 29 | D = 92 | E = 0.4 | F = 4 | G = 1 | H = 5 | I = 12

9	O=C(O)c1cccc(NS(=O)(=O)c2ccc3c(c2)OCCCO3)c1
  A = 1 | B = 96 | C = 0 | D = 106 | E = 3.3 | F = 0 | G = -2 | H = -8 | I = -14

10	COc1ccccc1C(C(=O)NC1CCCCC1)N(C(=O)c1csnn1)C1CC1 (centres undefined)
  A = 0 | B = 98 | C = 1 | D = 102 | E = -1.1 | F = 0 | G = 1 | H = 11 | I = 15

11	CCC(C(=O)O)n1cnc2scc(-c3ccc(C)c(C)c3)c2c1=O (centres undefined)
  A = 3 | B = 102 | C = 0 | D = 92 | E = -0.7 | F = 4 | G = 0 | H = -10 | I = 6

12	O=C(NCCN1CCCC1)C1(S(=O)(=O)c2ccc(Cl)cc2)CC1
  A = 0 | B = 96 | C = 0 | D = 97 | E = 2.4 | F = 8 | G = -2 | H = -1 | I = 7

13	O=C(c1ccc(F)cc1)N1CCN(Cc2ccccc2Br)CC1
  A = 9 | B = 103 | C = 0 | D = 91 | E = 1.7 | F = 0 | G = -2 | H = 0 | I = 1

14	CCOC(=O)c1cc2c(=O)n3ccccc3nc2n(CC2CCCO2)c1=NC(=O)/C=C/c1ccccc1 (centres undefined)
  A = 10 | B = 17[may fluoresce violet] | C = 11 | D = ? | E = -9.6 | F = 9 | G = -5 | H = 4 | I = -15

15	Cc1cc(C)c(C#N)c(SCc2cn3ccccc3n2)n1
  A = 5 | B = 105 | C = 3 | D = 105 | E = 2.9 | F = 0 | G = -2 | H = -1 | I = 12

16	CC(C)CNC(=O)c1cccc(NC(=O)COc2ccc([N+](=O)[O-])cc2)c1
  A = 1 | B = 97 | C = 0 | D = 97 | E = -0.1 | F = 2 | G = 3 | H = 3 | I = 3

17	COc1cccc(NC(=O)Cc2nnc(SCC(=O)NC3=NCCS3)n2C)c1
  A = 2 | B = 103 | C = 0 | D = 105 | E = -1.2 | F = 4 | G = 5 | H = 12 | I = 9

18	NNC(=S)NC1CCCCC1
  A = 4 | B = 96 | C = 0 | D = 88 | E = 2.7 | F = 8 | G = 1 | H = 2 | I = 0

19	Cn1c(SCC(=O)N/N=C/C=C/c2ccccc2[N+](=O)[O-])nc2ccccc21
  A = 1 | B = 111 | C = 0 | D = 107 | E = · | F = 2 | G = -1 | H = 11 | I = 19

20	COc1cccc2oc3cc(C#CC4(O)CCCCC4)ccc3c(=O)c12
  A = 4 | B = 81 | C = 4 | D = 64 | E = 4.2 | F = -3 | G = -6 | H = 1 | I = 9

21	CCC(=O)Nc1nonc1-c1nc2ccccc2n1N(C(=O)CC)C(=O)CC
  A = 7 | B = 92 | C = 0 | D = 84 | E = -0.9 | F = 2 | G = -1 | H = -1 | I = -3

22	CCC(C)(C)NC(=O)C(c1ccc(OC)cc1)N(Cc1cccs1)C(=O)CCC(=O)Nc1cc(C)on1 (centres undefined)
  A = 3 | B = 107 | C = 0 | D = 92 | E = · | F = 0 | G = -2 | H = 4 | I = 3

23	Cc1ccc2c(c1)C(c1ccncc1)=NNC(c1ccccc1)=N2
  A = 7 | B = 94 | C = 1 | D = 95 | E = 2.7 | F = -2 | G = 1 | H = 0 | I = -4

24	CCCCn1c(=O)[nH]c(=O)c2c1nc(COC(=O)c1c(C)noc1C)n2CCC
  A = -2 | B = 99 | C = 0 | D = 100 | E = 0.1 | F = -2 | G = 4 | H = -1 | I = 15

25	Cc1cc(C)n(C(=O)c2ccccc2[N+](=O)[O-])n1
  A = 5 | B = 107 | C = 26 | D = 101 | E = -0.8 | F = 8 | G = 1 | H = 5 | I = -25

The last 2 records of the section before come first, to join the parts:
Screens by letter – A = BCLXL inh; B = AGP1-GFP MLPCN; C = GRK2 inh; D = CIT2 TOR yeast; E = MEX-5 binding; F = MCL1-BIM inh; G = Fam108B inh; H = GLD-1 RNA inh; I = VLA-4 inh
24	CCCCn1c(=O)[nH]c(=O)c2c1nc(COC(=O)c1c(C)noc1C)n2CCC
  A = -2 | B = 99 | C = 0 | D = 100 | E = 0.1 | F = -2 | G = 4 | H = -1 | I = 15

25	Cc1cc(C)n(C(=O)c2ccccc2[N+](=O)[O-])n1
  A = 5 | B = 107 | C = 26 | D = 101 | E = -0.8 | F = 8 | G = 1 | H = 5 | I = -25

26	Cc1ccnc2nc(C(=O)OCC(=O)Nc3ccccc3C(C)(C)C)nn12
  A = -5 | B = 97 | C = 0 | D = 111 | E = 0.0 | F = -3 | G = 0 | H = 6 | I = 33

27	COc1ccc(C)cc1NC(=O)c1ccccc1N(C)S(=O)(=O)c1ccccc1
  A = 12 | B = 89 | C = 1 | D = 92 | E = 0.4 | F = -1 | G = 4 | H = -1 | I = 0

28	CCCN(CCC)S(=O)(=O)c1ccc(C(=O)Nc2ccc(S(=O)(=O)Nc3nnc(CC)s3)cc2)cc1
  A = · | B = 98 | C = 0 | D = 101 | E = -1.0 | F = · | G = · | H = · | I = 4

29	CCOc1[nH]n(-c2ccc(Cl)cc2)c(=O)c1C=Nc1ccc(OC)cc1
  A = 2 | B = 94 | C = 0 | D = 100 | E = 2.4 | F = 3 | G = 1 | H = 2 | I = 2

30	COC(=O)Cn1ncc(N2C3CC(CC(C)(C)C3)C2C)c(Cl)c1=O (centres undefined)
  A = 4 | B = 111 | C = 1 | D = 113 | E = 0.6 | F = -1 | G = -2 | H = 4 | I = 12

31	CC(=O)N1CCN(S(=O)(=O)c2cccc(C(=O)Nc3ccccc3N3CCCC3)c2)CC1
  A = 7 | B = 100 | C = 1 | D = 91 | E = -3.4 | F = 0 | G = 2 | H = 8 | I = 12

32	Fc1ccc(CSc2nnc(-c3cccs3)o2)cc1
  A = 3 | B = 97 | C = 0 | D = 95 | E = -0.2 | F = 3 | G = -7 | H = 0 | I = 9

33	CCCNC(=O)CN1C(=O)COc2ccc(S(=O)(=O)N3CC(C)CC(C)C3)cc21 (centres undefined)
  A = 2 | B = 103 | C = 1 | D = 103 | E = 0.5 | F = 9 | G = 1 | H = 2 | I = -5

34	Cc1ccc(OCC(=O)Nc2ccc(C(N)=O)cc2)cc1
  A = 6 | B = 113 | C = 1 | D = 115 | E = -0.5 | F = 0 | G = -1 | H = 5 | I = -8

35	Cc1cccc(OCc2n[nH]c(=S)o2)c1
  A = -19 | B = 90 | C = 2 | D = 101 | E = -1.4 | F = -15 | G = -1 | H = -1 | I = -1

36	OCCC1CN(Cc2ccccc2OC2CCCC2)CCN1Cc1ccsc1 (centres undefined)
  A = 7 | B = 105 | C = 0 | D = 110 | E = -1.6 | F = 11 | G = 2 | H = -6 | I = 18

Quoted at random: 3 entries already listed, in no set order.
Screens by letter – A = BCLXL inh; B = AGP1-GFP MLPCN; C = GRK2 inh; D = CIT2 TOR yeast; E = MEX-5 binding; F = MCL1-BIM inh; G = Fam108B inh; H = GLD-1 RNA inh; I = VLA-4 inh
33	CCCNC(=O)CN1C(=O)COc2ccc(S(=O)(=O)N3CC(C)CC(C)C3)cc21 (centres undefined)
  A = 2 | B = 103 | C = 1 | D = 103 | E = 0.5 | F = 9 | G = 1 | H = 2 | I = -5

29	CCOc1[nH]n(-c2ccc(Cl)cc2)c(=O)c1C=Nc1ccc(OC)cc1
  A = 2 | B = 94 | C = 0 | D = 100 | E = 2.4 | F = 3 | G = 1 | H = 2 | I = 2

36	OCCC1CN(Cc2ccccc2OC2CCCC2)CCN1Cc1ccsc1 (centres undefined)
  A = 7 | B = 105 | C = 0 | D = 110 | E = -1.6 | F = 11 | G = 2 | H = -6 | I = 18

High-throughput results from PubChem.
